# OXTR potentiator – human OXTR potentiation | 320,000 tested, 0.061% active | CHO-OTR cells, Fluo-8 calcium fluorescence, potentiator mode; 0% = oxytocin EC15, 100% = EC100 | activation, % at 3 µM | AID 2445 | P30559;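 active = activation above that plate's cutoff, the mean activation of tested compounds plus 3 SD, cut at about 6.6% in these data, passing the limit was not always enough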;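 note: 100% uses oxytocin at 75 nM as the full agonist control; some results filed as inactive read as strong as hits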
# Target sequence (P30559 whole entry, looked up): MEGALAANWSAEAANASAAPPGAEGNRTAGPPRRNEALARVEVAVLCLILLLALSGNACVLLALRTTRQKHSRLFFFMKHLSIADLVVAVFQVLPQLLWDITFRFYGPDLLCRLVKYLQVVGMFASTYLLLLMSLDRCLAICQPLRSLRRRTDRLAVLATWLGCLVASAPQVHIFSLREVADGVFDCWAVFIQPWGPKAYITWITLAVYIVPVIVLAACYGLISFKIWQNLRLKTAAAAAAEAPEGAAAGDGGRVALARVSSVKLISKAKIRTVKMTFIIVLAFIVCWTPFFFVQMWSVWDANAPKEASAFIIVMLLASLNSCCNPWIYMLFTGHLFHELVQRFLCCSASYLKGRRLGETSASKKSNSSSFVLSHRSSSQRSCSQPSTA
#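 test system = CHO-OTR cells, human receptor | compound = single-point 3.0 µM | schedule = 6 min compound pre-incubation at room temperature, 100 s kinetic read | signal = Fluo-8 no-wash calcium dye fluorescence, excitation 470-495 nm, emission 515-575 nm | repeats = single well per compound, singlicate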
# V1R ag counter – counter-screen for oxytocin receptor agonists: human V1a receptor agonists; P37288; CHO-V1R cells, Fluo-8 calcium fluorescence, agonist mode; 0% DMSO, 100% 3 nM vasopressin; activation, % at 3 µM; 320,000 tested, 0.25% active; AID 2797;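 active = activation above the mean activation of all tested compounds plus 3 SD, per screening run, cut at about 20% in these data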;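 note: signal is peak over basal fluorescence ratio across a 100 second FLIPR read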
# Target sequence (P37288 whole entry, looked up): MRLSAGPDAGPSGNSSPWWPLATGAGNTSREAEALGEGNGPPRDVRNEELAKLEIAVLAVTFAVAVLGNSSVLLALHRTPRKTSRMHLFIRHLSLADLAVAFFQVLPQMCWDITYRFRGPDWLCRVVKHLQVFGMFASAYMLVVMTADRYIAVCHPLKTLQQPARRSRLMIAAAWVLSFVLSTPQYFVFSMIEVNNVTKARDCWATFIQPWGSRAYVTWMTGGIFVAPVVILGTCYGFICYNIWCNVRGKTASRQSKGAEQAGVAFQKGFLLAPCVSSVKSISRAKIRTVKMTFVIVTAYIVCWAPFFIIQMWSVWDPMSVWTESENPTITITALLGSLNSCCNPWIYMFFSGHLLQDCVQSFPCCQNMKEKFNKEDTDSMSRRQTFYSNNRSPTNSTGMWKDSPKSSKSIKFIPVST
# GPR7 antagonist – blocks human GPR7 receptor signaling. P48145. GPR7-expressing cells, fluorescence antagonist assay. inhibition, % at 4.4 µM. 290,000 tested, 1.1% active. AID 1861; in the data active = inhibition above about 16%, passing the limit was not always enough;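 note: cells stimulated with the agonist NPW; 0% = agonist with vehicle and 100% = vehicle without agonist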
# OXTR agonist – human OXTR agonism. P30559. CHO-OTR cells, Fluo-8 calcium fluorescence; normalized: DMSO 0%, oxytocin 100%. activation, % at 3 µM. 320,000 tested, 0.32% active. AID 2435;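 active = activation above the mean of all tested compounds plus 3 SD, cutoff set per screening run, cut at about 20% in these data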;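 note: peak over basal fluorescence ratio from a 100 s FLIPR kinetic read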
# NALP1 yeast inh – inhibitors of NALP1 inflammasome in yeast | 280,000 tested, 0.61% active | inhibition, % at 10 µM | AID 2071 | S. cerevisiae NALP1/ASC/caspase-1 growth, X-gal OD620, 72 h; in the data active = inhibition mostly above about 24%, no sharp cut-off; inactive = mostly below about 32%; note: some compounds called inactive have numbers as strong as hits
# M18AAP inhibitor – blocks P. falciparum M18 aspartyl aminopeptidase; inhibition, % at 7.35 µM; recombinant PfM18AAP, H-Glu-NHMec fluorogenic cleavage; 290,000 tested, 1.2% active; AID 1822;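 active = inhibition above the campaign mean inhibition over all tested compounds plus 3 SD, cut at about 28% in these data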;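 note: 0% = plate median of test compound wells and 100% = 2 mM ZnCl2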
# MEKK2mut PB1 HTS – signal of MEK5 binding to mutant human MEKK2 PB1 domain | percent response, % at 10 µM | 290,000 tested, 0.35% active | bead flow cytometry, Alexa488-MEK5 binding to MEKK2 mutant | AID 1530; in the data active = percent response above about 24%, passing the limit was not always enough; note: inactives centre near 1; some results filed as inactive read as strong as hits; reference of the scale not given here
# GalR3 antag – blocks the human galanin receptor 3; O60755; HEK293 GalR3-CNG cAMP membrane potential fluorescence; galR3 body fused to GalR1 C-terminus; inhibition, % at 3 µM; 360,000 tested, 0.44% active; AID 651719;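 active = inhibition above the screen-wide average plus 3 SD, cut at about 13% in these data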;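 note: forskolin and galanin both at EC90 stimulate the cells; cAMP rise reported by CNG channel membrane potential dye signal; 0% = forskolin plus galanin with DMSO and 100% = forskolin alone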
# MEKK2wt PB1 HTS – raises or lowers MEK5 binding to wildtype human MEKK2 PB1 domain. bead flow cytometry, Alexa488-MEK5 binding to MEKK2 WT; actives lie on both sides. 290,000 tested, 1.1% active. binding response (% of control), % at 10 µM. Q9Y2U5; in the data active = binding response below about 67% or above about 130%
# Starred values were filed as active, the others as inactive; · = not tested or not shown; [ ] = dose if it differs, or a comment.
SMILES,OXTR potentiator,V1R ag counter,GPR7 antagonist,OXTR agonist,NALP1 yeast inh,M18AAP inhibitor,MEKK2mut PB1 HTS,GalR3 antag,MEKK2wt PB1 HTS
Cc1nc2cc(S(=O)(=O)C(F)(F)F)ccc2s1,-10,0.9,-15,-0.4,30,2,4,-6,94
O=C(Nc1ccnn1C1CCN(Cc2ccccc2)CC1)C1CCOC1 (stereo not drawn),-1,0.1,-12,0.3,22,4,6,-5,109
COc1cc(/C=C2\SC(=S)N(N3CCOCC3)C2=O)ccc1O,-6,7.6,4,5.7,·,18,-3,4,78
CCS(=O)(=O)N1CCN(C(=O)c2cc(OC)cc(OC)c2)CC1,1,-1.1,2,1.1,12,4,4,3,104
COc1cc(CNc2ncc(-c3ccc(Br)cc3)n2C)cc(OC)c1O,-2,1.2,-7,1.8,17,11,2,-11,118
CCO[C@@H]1OC(C(=O)NC2CC2)=C[C@H](c2c[nH]c3ccccc23)[C@H]1CCCO,-11,-0.5,·,-0.3,·,·,1,-2,111
CON(c1nc(N(C)C)nc(N(C)C)n1)S(=O)(=O)c1ccccc1Cl,-3,-0.8,-7,-1.8,-1,-1,-4,-3,98
Cc1ccsc1/C=N\NC(=O)c1n[nH]c2c1CCC2,-7,-0.4,17,-0.7,11,3,8,-3,104
C=CCc1cccc(/C=N/NC(=O)CCC(=O)Nc2ccc(C)cc2)c1O,-4,1.4,-3,-0.1,20,5,-1,-1,92
C=CCN1C2=NCCCN2c2ccccc21,-11,0.5,-11,0.2,22,-13,-2,-5,100
Cc1cccc(S(=O)(=O)N(CC(=O)Nc2ccccc2C)Cc2ccco2)c1,-12,-2.0,16,-2.5,39,-17,-2,-1,96
O=C(CN1CCN(C(=O)C2CCCO2)CC1)Nc1ccc(Cl)cc1 (stereo not drawn),-3,6.2,-3,-0.7,0,0,-5,-1,100
O=C(O)CNC(=O)/C(=C/c1ccco1)NC(=O)/C=C/c1ccccc1,4,-0.2,7,-0.5,6,8,-3,5,109
Cc1nc(CN2CCN(C(=O)CCc3nnc(Cc4c[nH]c5ccccc45)o3)CC2)cs1,-1,1.0,-7,-0.3,6,2,-2,-8,101
Cn1cc(-c2ccccc2C(N)=O)c(=O)c2cc(Cl)ccc21,2,0.5,-9,0.9,0,-2,-2,2,98
O=c1cc(N2CCc3ccccc32)[nH]c(=O)n1Cc1ccc(F)cc1,-2,0.4,-1,0.1,6,9,-3,-4,99
CCCCOc1ccc(Nc2nc(C)cc(C)c2C#N)cc1,-11,-0.6,-3,-0.8,-1,2,-2,-6,101
CC1CCN(c2oc(-c3ccc(F)cc3)nc2C#N)CC1,-15,-0.5,7,-2.4,10,2,12,-8,106
CC(=O)NC12CC3CC(C)(C1)CC(NC(C)=O)(C3)C2,2,1.3,-6,0.6,9,4,1,·,101
S=C(NC1CCCC1)N1CCN(c2ncccn2)CC1,-4,1.7,-11,0.8,14,1,0,-2,98
Cc1ccc(OCC(=O)Nc2ccc(S(=O)(=O)N3CCN(C)CC3)cc2)cc1,-13,3.8,-7,4.3,14,-2,3,-6,111
CCn1cc(C(=O)N[C@@H](CCSC)C(=O)NCCN2CCOCC2)c(=O)c2cc3c(cc21)OCO3,-3,1.1,-4,-1.2,21,3,-12,-4,91
O=C(N/N=C1\CCS(=O)(=O)c2ccc(F)cc21)c1ccc([N+](=O)[O-])cc1,-5,0.9,-16,0.9,·,2,8,-6,113
CN(c1ccc(Cl)cc1)c1cc(=O)n(C)c2ccccc12,-12,0.2,-5,-2.0,2,0,7,-1,99
COc1cc(/C=N/NC(=O)COc2ccccc2C)ccc1OC(=O)c1cccs1,1,-0.5,5,0.6,17,-2,2,-1,100
Cc1cc2n(n1)C(c1ccc3c(c1)OCO3)Nc1ccccc1-2 (stereo not drawn),-2,-1.1,-16,-1.6,26,-7,0,-2,93
Cc1cccc(NC(=O)c2cc(Cl)nc3ccccc23)c1,-17,-1.1,2,-2.2,0,-4,·,-4,·
O=C(NCc1cccnc1)c1noc2c1CCCC2,2,0.4,8,0.7,13,-1,6,·,105
CC(=O)C1=C(C)NC(=O)CC1c1ccc(Br)cc1 (stereo not drawn),-9,0.3,-10,0.8,-15,3,-5,0,99
CC1CCN(S(=O)(=O)CCNC(=O)c2ccc(F)cc2)CC1,-12,-0.1,·,-1.8,·,·,·,-3,·
O=[N+]([O-])c1ccc(N2CCC(O)CC2)nc1,-3,0.9,-1,0.0,27,-3,-3,10,94
CCc1nc(Nc2ccc(OC)cc2OC)c2oc3ccccc3c2n1,-4,-1.4,-10,-2.4,4,3,4,-10,104
CC(C)NS(=O)(=O)c1ccc(OCC(=O)Nc2cccc(F)c2)cc1,-6,2.0,2,1.2,-11,1,6,1,107
COc1ccc(NC(=O)CN(C)C(=O)Cn2c(=O)oc3ccccc32)cc1,-1,1.1,·,1.6,·,·,·,3,·
CCCc1cc(=O)oc2cc(OCC(=O)NC(Cc3c[nH]c4ccc(O)cc34)C(=O)O)c(Cl)cc12 (stereo not drawn),-6,0.5,-5,0.9,13,2,-4,0,96
O=C(c1cccnc1)N1CCN(c2ccc3ccccc3n2)CC1,-1,3.5,1,1.4,14,-7,-11,-4,89
O=C(CO/N=C/c1cccc([N+](=O)[O-])c1)Nc1ccc2ccccc2c1,-3,0.3,-5,0.3,39,-5,3,-4,98
COc1ccc(CNCC(O)COc2ccc(C(C)(C)c3ccccc3)cc2)cc1 (stereo not drawn),-16,10,16,12,17,0,20,-9,139
Cc1cccc(OCCSCc2nc3ccccc3[nH]2)c1,-9,3.4,1,2.1,21,5,5,-2,104
CC1CC(C)CN(S(=O)(=O)c2ccc(C(=O)N3CCN(c4ccccc4)CC3)cc2)C1 (stereo not drawn),-5,0.6,-8,-1.1,9,-1,1,-2,98
Cc1csc(SCC(=O)Nc2ncc(Cl)c(C)c2Cl)n1,-7,1.4,9,-1.1,1,13,4,2,112
O=S(=O)(NCCc1cn2ccccc2n1)c1ccc(F)c(C(F)(F)F)c1,-6,0.7,-13,-0.5,9,1,5,·,104
CC(C)(C)C(=O)NC(=S)NCCc1ccccc1,-12,-1.1,2,-2.0,-2,-1,-39,-1,1.0*[inhibitor]
O=C(NCC1CCCO1)C1CC(=O)N(c2ccc(F)c(Cl)c2)C1 (stereo not drawn),-5,0.1,4,1.0,-8,-3,2,-3,105
CSCCC(NC(=O)c1ccccc1)C(=O)N(C)CC(=O)Nc1ccc(N2CCOCC2)cc1 (stereo not drawn),-8,-0.6,-6,1.6,-1,1,9,-2,111
COc1ccc(C(C)C)cc1S(=O)(=O)N1CCC(C(=O)N2CCN(C)CC2)CC1,-6,0.5,-9,1.7,-9,-16,7,-2,105
CCCC(=O)NC(NC(=S)Nc1ccc(S(N)(=O)=O)cc1)C(Cl)(Cl)Cl (stereo not drawn),-7,0.7,-1,-0.4,14,6,0,-10,107
Cc1cc(C)cc(Oc2ccccc2/C=C\C(=O)O)c1,-16,-0.4,-6,-0.4,34,-8,5,-5,111
Cc1sc2ncnc(NS(=O)(=O)c3ccc(Cl)cc3)c2c1C,-7,6.0,·,4.2,·,·,·,-5,·
O=C(NCc1ccco1)c1ccc2c(=O)n(Cc3ccco3)c(SCC(=O)N3CCCC3)nc2c1,-4,-1.6,-3,-1.4,-7,1,-19,-2,59

# A second format for 14 compounds above:
# Sequence of screens: OXTR potentiator, V1R ag counter, GPR7 antagonist, OXTR agonist, NALP1 yeast inh, M18AAP inhibitor, MEKK2mut PB1 HTS, GalR3 antag, MEKK2wt PB1 HTS
O=C(CO/N=C/c1cccc([N+](=O)[O-])c1)Nc1ccc2ccccc2c1
    -3, 0.3, -5, 0.3, 39, -5, 3, -4, 98
COc1ccc(CNCC(O)COc2ccc(C(C)(C)c3ccccc3)cc2)cc1 (stereo not drawn)
    -16, 10, 16, 12, 17, 0, 20, -9, 139
Cc1cccc(OCCSCc2nc3ccccc3[nH]2)c1
    -9, 3.4, 1, 2.1, 21, 5, 5, -2, 104
CC1CC(C)CN(S(=O)(=O)c2ccc(C(=O)N3CCN(c4ccccc4)CC3)cc2)C1 (stereo not drawn)
    -5, 0.6, -8, -1.1, 9, -1, 1, -2, 98
Cc1csc(SCC(=O)Nc2ncc(Cl)c(C)c2Cl)n1
    -7, 1.4, 9, -1.1, 1, 13, 4, 2, 112
O=S(=O)(NCCc1cn2ccccc2n1)c1ccc(F)c(C(F)(F)F)c1
    -6, 0.7, -13, -0.5, 9, 1, 5, ·, 104
CC(C)(C)C(=O)NC(=S)NCCc1ccccc1
    -12, -1.1, 2, -2.0, -2, -1, -39, -1, 1.0*[inhibitor]
O=C(NCC1CCCO1)C1CC(=O)N(c2ccc(F)c(Cl)c2)C1 (stereo not drawn)
    -5, 0.1, 4, 1.0, -8, -3, 2, -3, 105
CSCCC(NC(=O)c1ccccc1)C(=O)N(C)CC(=O)Nc1ccc(N2CCOCC2)cc1 (stereo not drawn)
    -8, -0.6, -6, 1.6, -1, 1, 9, -2, 111
COc1ccc(C(C)C)cc1S(=O)(=O)N1CCC(C(=O)N2CCN(C)CC2)CC1
    -6, 0.5, -9, 1.7, -9, -16, 7, -2, 105
CCCC(=O)NC(NC(=S)Nc1ccc(S(N)(=O)=O)cc1)C(Cl)(Cl)Cl (stereo not drawn)
    -7, 0.7, -1, -0.4, 14, 6, 0, -10, 107
Cc1cc(C)cc(Oc2ccccc2/C=C\C(=O)O)c1
    -16, -0.4, -6, -0.4, 34, -8, 5, -5, 111
Cc1sc2ncnc(NS(=O)(=O)c3ccc(Cl)cc3)c2c1C
    -7, 6.0, ·, 4.2, ·, ·, ·, -5, ·
O=C(NCc1ccco1)c1ccc2c(=O)n(Cc3ccco3)c(SCC(=O)N3CCCC3)nc2c1
    -4, -1.6, -3, -1.4, -7, 1, -19, -2, 59

# Next results follow:
SMILES,OXTR potentiator,V1R ag counter,GPR7 antagonist,OXTR agonist,NALP1 yeast inh,M18AAP inhibitor,MEKK2mut PB1 HTS,GalR3 antag,MEKK2wt PB1 HTS
CCCc1cc(=O)[nH]c(SCC(=O)Nc2ccccc2C#N)n1,1,0.0,-2,0.4,8,-2,6,-3,101
CC(OC(=O)c1ccc(-c2ccc(O)cc2)cc1)C(=O)NC1CCCCC1C (stereo not drawn),-3,1.0,·,-0.2,·,·,·,-1,·
CCN1C(=O)[C@H]2[C@@H](c3ccc(-c4ccc(Cl)c(Cl)c4)c(OC)c3)N[C@@](Cc3ccccc3)(C(=O)OC)[C@H]2C1=O,6,0.1,·,0.6,·,·,·,-1,·
CC(C)C(c1nnnn1Cc1ccc(F)cc1)N1CCN(C2CCCC2)CC1 (stereo not drawn),-6,-1.1,-4,0.0,6,-2,1,0,94
CCN1C(=NCCc2cccnc2)N[C@@H](c2ccccc2)C(C(=O)OC)=C1C,0,-0.1,0,-0.4,38,-5,-6,·,96
